GLP1R cytotox = qHTS of GLP-1 Receptor Inverse Agonists: Cytotox Screen; HEK293 cAMP-luciferase reporter cells, luminescence, 24 h; Potency, µM (doses to about 38.3 µM), for inactives: top-dose activity change, negative = inhibition, hits mostly inhibitors; actives 0.13% (n = 410,000); AID 624418, 2012;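 note: loss of luciferase light is scored as toxicity; % is set by controls: 0 for no effect and ±100 for the full control effect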
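Cells in DMEM/10% Nu serum/1% pen-strep, 1536-well format. Pre-incubated 12 h, dosed with 23 nL compound, incubated a further 24 h. Luciferase detection, 12 min at room temp, luminescence.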
HT1080 IDH1KD tx = qHTS for induction of synthetic lethality in tumor cells producing 2HG: qHTS for the HT-1080-IDH1KD cell line; HT-1080 IDH1 knockdown viability, ATP luminescence, 48 h; Potency, µM (highest dose often 46.1 µM), without a hit: top-dose activity, negative = toxicity, usual class: cytotoxic; actives 2% (n = 360,000); AID 686971, 2013;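 note: 0% = DMSO wells and -100% = cell-free medium wells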
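Cytotoxicity counter-line: IDH1KD HT-1080, 48 h, CellTiter-Glo. Curves classed by r2, magnitude and activity.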
GLP1R ag = qHTS of GLP-1 Receptor Agonists; Glucagon-like peptide 1 receptor (Homo sapiens), P43220; HEK293 GLP-1R CRE-luciferase, luminescence, 4-6 h; cells express a hypersensitive GLP-1R form; Potency, µM (highest dose often 45.6 µM), for the others: top-dose activation, hits mostly activators; actives 0.007% (n = 380,000); AID 624172, 2012; note: % of control where 0% means no effect
Target sequence (P43220 whole entry, looked up): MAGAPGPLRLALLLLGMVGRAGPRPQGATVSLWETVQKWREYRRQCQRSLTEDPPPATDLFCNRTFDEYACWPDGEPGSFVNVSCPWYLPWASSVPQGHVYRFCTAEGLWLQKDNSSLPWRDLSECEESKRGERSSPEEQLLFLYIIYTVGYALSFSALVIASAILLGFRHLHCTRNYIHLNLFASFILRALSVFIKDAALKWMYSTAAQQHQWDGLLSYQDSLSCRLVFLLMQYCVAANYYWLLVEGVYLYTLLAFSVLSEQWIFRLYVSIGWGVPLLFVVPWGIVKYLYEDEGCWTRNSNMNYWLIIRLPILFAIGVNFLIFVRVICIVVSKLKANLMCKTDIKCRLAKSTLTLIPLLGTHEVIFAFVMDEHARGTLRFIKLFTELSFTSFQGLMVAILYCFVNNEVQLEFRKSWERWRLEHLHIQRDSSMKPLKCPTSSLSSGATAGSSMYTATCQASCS
HT1080-NT tox = qHTS for induction of synthetic lethality in tumor cells producing 2HG: qHTS for the HT-1080-NT fibrosarcoma cell line; HT-1080-NT fibrosarcoma viability, CellTiter-Glo ATP luminescence, 48 h; Potency, µM (series often up to 46.1 µM), without a hit: at the top dose activity, negative = less viability, hits mostly cytotoxic; actives 1.6% (n = 360,000); AID 686970, 2013;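 note: NT is the 2HG producing partner of a matched IDH1 knockdown line; 0% = DMSO-treated cells and -100% = media-only wells without cells; nearly all actives have a fitted effect of over 55% in size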
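Viability of the 2HG-overproducing fibrosarcoma line after 48 hours of compound exposure at 37 degrees C was determined by luminescence with CellTiter-Glo, and concentration-effect curves were then fitted and categorized.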
KB-V1 MDR tox = qHTS assay for MDR1-selective chemotherapeutics: Primary screen using the drug-selected MDR subline cells KB-V1 | Potency, µM (titrated, usually from 46.1 µM), for the others: at the top dose activity change, negative = cytotoxicity, usual class: cytotoxic | KB-V1 MDR cells viability, CellTiter-Glo, 72 h | actives 3.4% (n = 400,000); note: % is set by controls: 0 for no effect and ±100 for the full control effect; nearly all actives have a fitted effect of over 60% in size
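Drug-selected KB-V1 cells, grown in DMEM lacking phenol red with 10% FBS, receive compound titrations; after three days at 37 degrees C, surviving cell ATP is quantified by CellTiter-Glo luminescence and responses normalized and curve-fitted.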
GLP1R inv ag = qHTS of GLP-1 Receptor Inverse Agonists (Inhibition Mode) | actives 1.6% (n = 410,000) | AID 624417, 2012 | Potency, µM (highest dose often 38.3 µM), without a hit: at the highest dose activity change, negative = inhibition, usual class: inhibitors | HEK293 GLP-1R CRE-luciferase, luminescence, 24 h; GLP-1R form is constitutively active | Glucagon-like peptide 1 receptor (Homo sapiens), P43220; note: % is set by controls: 0 for no effect and ±100 for the full control effect; nearly all actives have a fitted effect of over 55% in size
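Seeding at 200 cells/uL, 12 h culture, 24 hr compound treatment, then luciferase reagent and a luminescence read; cells are HEK293 stably expressing a constitutively active GLP-1R plus cAMP-responsive luciferase.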
SW480 rerep = A quantitative high throughput screen for small molecules that induce DNA re-replication in SW480 colon adenocarcinoma cells. Potency, µM (doses to about 46.1 µM), without a hit: at the highest dose re-replication activation, actives largely listed as activators. actives 1.8% (n = 340,000). AID 624297, 2012. SW480 DNA re-replication, Hoechst DNA content imaging, 48 h; note: % of control where 0% means no effect; nearly all actives have a fitted effect of over 55% in size
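Per well, 250 cells were exposed to pinned compound for 48 hr. Nuclear DNA was visualised with Hoechst (40 min, 37 C) and total object intensity recorded by fluorescence scanning.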
KB-3-1 tox = qHTS assay for MDR1-selective chemotherapeutics: Primary screen using the parental adenocarcinoma cell KB-3-1. Potency, µM (series often up to 46.1 µM), for the others: at the top dose activity change, negative = cytotoxic, actives largely listed as cytotoxic. KB-3-1 viability, CellTiter-Glo ATP luminescence, 72 h. actives 1.4% (n = 400,000); note: % is set by controls: 0 for no effect and ±100 for the full control effect; nearly all actives have a fitted effect of over 60% in size
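Parental KB-3-1 viability, qHTS format: 72 h compound exposure, 37 °C; CellTiter-Glo; media-only wells and DMSO plates as controls; concentration-effect fits on corrected data.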
TDP43 rescue = qHTS of TDP-43 Inhibitors; AID 652104, 2013; actives 1.8% (n = 410,000); Potency, µM (doses to about 46.1 µM), without a hit: top-dose growth rescue (activation), most hits filed as activators; TDP-43 expressing yeast growth rescue, BacTiter-Glo, 24 h; note: % of control where 0% means no effect; nearly all actives have a fitted effect of over 50% in size
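Luminescence from BacTiter-Glo reports growth of TDP-43-expressing yeast after 24 hr at 30 deg C with compound. Cells were raffinose-pregrown to mid-log, then seeded in galactose medium at OD600=0.02.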
An asterisk follows results filed as active; ? = inconclusive; · = not tested or not shown; & = joins results of further samples; [ ] = remark or other dose. Calls come from the whole dose curve; as a rule, active = well fitted curve in the direction sought with a large enough effect; inconclusive = small, poorly fitted or top-dose-only effect, or another doubt; inactive = no such curve, though single readings can be large; an effect the other way counts as inactive or inconclusive. Potency is the fitted concentration of half-maximal effect.

SMILES | GLP1R cytotox | HT1080 IDH1KD tx | GLP1R ag | HT1080-NT tox | KB-V1 MDR tox | GLP1R inv ag | SW480 rerep | KB-3-1 tox | TDP43 rescue
CC1c2ccccc2SC(CCCN(C)C)c2ccccc21 (configuration not stated) | -28.8% | ? | 19.2% | ? | -10.7% | 11.2µM* | -698.2%[inhibitor] | ? | 4.0%
CCn1c(C)c(C)c2cc(C(=O)NCCN3CCOCC3)ccc21 | 7.1% | -9.4% | -3.3% | -2.8% | -25.4% | -6.4% | 1.1% | -6.8% | -18.3%
CC(=O)Nc1ccc(NC(=O)CSc2nc(=O)n(Cc3cccnc3)c3c2CCC3)cc1 | -15.5% | 16.1% | -12.6% | 0.7% | -0.3% | 7.5% | -6.5% | -6.6% | 10.3%
COc1cc(/C=C/C(=O)Nc2nnc(CC(C)C)s2)cc(OC)c1OC | 6.3% | -10.0% | 12.5% | -6.0% | ? | 11.0% | -2.0% | -3.3% | -12.0%
Cc1ccccc1Nc1c(-c2cccnc2)nc2ccccn12 | -12.6% | -11.5% | 7.0% | -8.6% | -10.4% | ? | ? | 0.0% | -5.5%
Cc1cc(Cl)c2oc(C(=O)N3CCOCC3)c(C)c2c1 | 15.4% | 8.0% | 17.8% | 15.8% | 1.1% | 20.8% | · | 0.5% | ?
COc1ccc(/C(C)=N/N=C(\C)c2ccc(OC)cc2OC)c(OC)c1 | 3.5% | 21.7% | 13.1% | 7.6% | 0.0% | -24.1% | -4.8% | 16.2% | -1.4%
COc1ccccc1CN1[C@@H](CC(=O)O)c2ccccc2S1(=O)=O | 6.4% | 9.9% | 3.8% | 2.2% | 11.6%&-1.4% | -11.2% | -18.0% | 7.0%&9.0% | -11.4%
C=CCn1cnnc1SCC(=O)NCC1COc2ccccc2O1 (configuration not stated) | 5.3% | 9.3% | -3.6% | 8.9% | 11.6% | -12.6% | -5.3% | 0.7% | 23.5%
CCOC(=O)C(=O)NNc1ccc(F)cc1 | -27.6% | 8.2µM* | -4.2% | 11.6µM* | 9.8% | 0.891µM* | -13.9% | ? | 22.9%
CCOc1ccc(NC(=S)NNC(=O)CC(C)O)cc1 (configuration not stated) | 4.0% | 19.7% | -2.4% | 20.7% | 0.7% | -16.4% | -3.3% | 13.1% | 5.7%
NC(=O)c1nsc(C(=O)N(CC(=O)NCc2ccccc2)c2ccc(F)cc2)c1N | -12.8% | -11.1% | 7.4% | -0.6% | 0.9% | 1.5% | -2.8% | -0.6% | -4.1%
N=C1/C(=C\c2ccc(-c3cccc(Cl)c3)o2)C(=O)N=C2SC=C(c3ccccc3)N12 | 6.1% | 8.9% | -0.6% | 16.1% | 9.5% | -0.2% | -4.5% | 9.8% | 0.0%
O=C(c1ccc(Cl)c(NC2=NC3CS(=O)(=O)CC3S2)c1)N1CCN(c2ccccc2)CC1 (configuration not stated) | -1.4% | 2.2% | 5.9% | 8.5% | 18.1% | 10.6% | -6.1% | 11.4% | -5.7%
COc1cc(/C=N/NC(=O)c2ccc(CN3c4cccc5cccc(c45)S3(=O)=O)cc2)cc(OC)c1O | 0.4% | -13.2% | 30.4% | -30.0% | -11.4% | 22.3% | 17.0% | 2.0% | 4.6%
CCSC1(SCC)N=C(N)C2(C#N)C(c3ccccc3)NC3=C(CCC3)C12C#N (configuration not stated) | 15.1% | 16.8% | -11.6% | 1.8% | 1.3% | -3.3% | -1.2% | 6.0% | 15.8%
CN1C(=O)NC(NS(=O)(=O)c2ccc(N)cc2)(C(F)(F)F)C1=O (configuration not stated) | 60.4%[activator] | -5.9% | -0.8% | 10.3% | 6.8% | 47.8%[activator] | -2.3% | 8.9% | 11.2%
CCOc1ccc(C(=S)N2CCOCC2)cc1OCC | -19.0% | 2.4% | -4.2% | 12.9% | 9.3% | 1.1% | -9.2% | 4.5% | -15.1%
COC(=O)c1cc2n(n1)CCN(Cc1ccc(F)cc1)C2=O | -2.7% | 0.2% | 10.3% | 3.0% | 1.4% | 0.4% | -1.8% | -4.3% | 10.0%

Ordered by molar mass (low to high): 11 of the compounds above
SMILES | GLP1R cytotox | HT1080 IDH1KD tx | GLP1R ag | HT1080-NT tox | KB-V1 MDR tox | GLP1R inv ag | SW480 rerep | KB-3-1 tox | TDP43 rescue
CCOC(=O)C(=O)NNc1ccc(F)cc1 | -27.6% | 8.2µM* | -4.2% | 11.6µM* | 9.8% | 0.891µM* | -13.9% | ? | 22.9%
Cc1cc(Cl)c2oc(C(=O)N3CCOCC3)c(C)c2c1 | 15.4% | 8.0% | 17.8% | 15.8% | 1.1% | 20.8% | · | 0.5% | ?
CCOc1ccc(NC(=S)NNC(=O)CC(C)O)cc1 (configuration not stated) | 4.0% | 19.7% | -2.4% | 20.7% | 0.7% | -16.4% | -3.3% | 13.1% | 5.7%
COC(=O)c1cc2n(n1)CCN(Cc1ccc(F)cc1)C2=O | -2.7% | 0.2% | 10.3% | 3.0% | 1.4% | 0.4% | -1.8% | -4.3% | 10.0%
C=CCn1cnnc1SCC(=O)NCC1COc2ccccc2O1 (configuration not stated) | 5.3% | 9.3% | -3.6% | 8.9% | 11.6% | -12.6% | -5.3% | 0.7% | 23.5%
COc1ccccc1CN1[C@@H](CC(=O)O)c2ccccc2S1(=O)=O | 6.4% | 9.9% | 3.8% | 2.2% | 11.6%&-1.4% | -11.2% | -18.0% | 7.0%&9.0% | -11.4%
CN1C(=O)NC(NS(=O)(=O)c2ccc(N)cc2)(C(F)(F)F)C1=O (configuration not stated) | 60.4%[activator] | -5.9% | -0.8% | 10.3% | 6.8% | 47.8%[activator] | -2.3% | 8.9% | 11.2%
COc1ccc(/C(C)=N/N=C(\C)c2ccc(OC)cc2OC)c(OC)c1 | 3.5% | 21.7% | 13.1% | 7.6% | 0.0% | -24.1% | -4.8% | 16.2% | -1.4%
NC(=O)c1nsc(C(=O)N(CC(=O)NCc2ccccc2)c2ccc(F)cc2)c1N | -12.8% | -11.1% | 7.4% | -0.6% | 0.9% | 1.5% | -2.8% | -0.6% | -4.1%
N=C1/C(=C\c2ccc(-c3cccc(Cl)c3)o2)C(=O)N=C2SC=C(c3ccccc3)N12 | 6.1% | 8.9% | -0.6% | 16.1% | 9.5% | -0.2% | -4.5% | 9.8% | 0.0%
O=C(c1ccc(Cl)c(NC2=NC3CS(=O)(=O)CC3S2)c1)N1CCN(c2ccccc2)CC1 (configuration not stated) | -1.4% | 2.2% | 5.9% | 8.5% | 18.1% | 10.6% | -6.1% | 11.4% | -5.7%

Screening results: PubChem, National Center for Advancing Translational Sciences (NCATS)

This is a random part of the collection; overall some 9.4% were active at least once.
